Screens (PubChem)
M1 ag: agonists of human M1 muscarinic receptor; CHO-K1 hM1, Fluo-8 calcium fluorescence, agonist mode; 0% DMSO, 100% acetylcholine EC100; activation, % at 3 µM; actives 0.33% (n = 360,000); AID 588814;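 active = activation above the run's mean compound activation plus 3 SD, cut at about 16% in these data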;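 note: peak over basal fluorescence ratio within a 140 s kinetic read after compound addition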
Target sequence (P11229 whole entry, looked up): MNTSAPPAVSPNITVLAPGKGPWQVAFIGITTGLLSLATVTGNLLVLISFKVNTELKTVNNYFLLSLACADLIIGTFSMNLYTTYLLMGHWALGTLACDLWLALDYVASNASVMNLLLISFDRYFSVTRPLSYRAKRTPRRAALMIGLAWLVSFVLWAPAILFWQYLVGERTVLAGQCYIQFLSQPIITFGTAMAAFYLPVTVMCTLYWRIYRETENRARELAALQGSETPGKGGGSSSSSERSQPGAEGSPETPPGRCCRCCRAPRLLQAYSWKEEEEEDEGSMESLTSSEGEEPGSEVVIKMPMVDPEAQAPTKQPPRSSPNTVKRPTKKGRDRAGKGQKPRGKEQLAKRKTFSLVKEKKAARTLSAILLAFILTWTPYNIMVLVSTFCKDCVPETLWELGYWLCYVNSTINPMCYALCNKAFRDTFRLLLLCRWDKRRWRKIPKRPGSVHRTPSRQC
TAAR1 ag: human TAAR1 agonism; Q96RJ0; CHO RD-HGA16 TAAR1, Fluo-8 calcium fluorescence; vehicle wells 0%, saturating PEA agonist 100%; actives 0.99% (n = 360,000); activation, % at 3 µM;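 active = activation above the mean activation of all test compounds in the run plus 3 SD, cut at about 38% in these data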
Target sequence (Q96RJ0 whole entry, looked up): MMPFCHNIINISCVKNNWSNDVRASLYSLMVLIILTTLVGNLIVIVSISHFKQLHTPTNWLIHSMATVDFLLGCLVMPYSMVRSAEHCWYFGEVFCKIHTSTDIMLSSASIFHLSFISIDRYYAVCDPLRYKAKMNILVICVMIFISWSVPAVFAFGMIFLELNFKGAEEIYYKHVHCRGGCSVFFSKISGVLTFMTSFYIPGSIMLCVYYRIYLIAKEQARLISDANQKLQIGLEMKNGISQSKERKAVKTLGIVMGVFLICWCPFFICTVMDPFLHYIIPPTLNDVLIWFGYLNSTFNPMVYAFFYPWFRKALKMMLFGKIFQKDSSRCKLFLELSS
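Assay system – CHO-derived RD-HGA16 cells with stable Gα16 and human TAAR1 · Compound dosing – one-point dosing at 3 µM (nominal) · Incubation – 17-24 h seeding, 75 min 37 °C dye, 30 min RT · Measured by – kinetic Fluo-8 calcium fluorescence · Control set – DMSO vehicle as 0%, PEA at EC100 as 100% · Repeats – single well for each compound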
M1 ag parental: counter-screen for M1 agonists: effect in parental CHO-K1 cells; Fluo-8 calcium fluorescence; scaled to maximal ATP response, vehicle zero; activation, % at 3 µM; actives 0.48% (n = 360,000); AID 602248; in the data active = activation above about 15%;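 note: untransfected CHO-K1 host cells lacking M1 receptor as counterscreen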
CHO-K1 Ca antag: M1 antagonist counterscreen hit in parental CHO-K1 cells; actives 0.6% (n = 360,000); inhibition, % at 3 µM; ATP-induced calcium, Fluo-8 fluorescence;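 active = inhibition above a per-plate cutoff, the plate's mean sample inhibition plus 3 SD, cut at about 24% in these data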;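 note: 0% = DMSO plus EC80 ATP and 100% = DMSO alone without ATP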
CHRM1 PAM: human CHRM1 positive allosteric modulation; P11229; CHO-K1 hM1, Fluo-8 calcium fluorescence, ACh EC20; 0% = ACh EC20, 100% = maximal ACh; activation, % at 3 µM; actives 0.088% (n = 360,000); in the data active = activation above about 19%, passing the limit was not always enough
M1 PAM parental: nonselective activator or artifact in parental CHO-K1 calcium assay; ATP EC20, Fluo-8 calcium fluorescence; 0% at ATP EC20, 100% at ATP max; activation, % at 3 µM; actives 0.02% (n = 360,000); AID 602247;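 active = activation above the run cutoff, the mean activation of all test compounds plus 3 SD, cut at about 40% in these data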;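 note: peak over basal fluorescence ratio in a 140 s read after ATP addition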
TAAR1 antag: antagonists of human TAAR1; Q96RJ0; CHO RD-HGA16 TAAR1, Fluo-8 calcium fluorescence, antagonist; inhibition, % at 3 µM; actives 1.5% (n = 360,000);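 active = inhibition above a per-plate cutoff, the mean inhibition of test compounds on that plate plus 3 SD, cut at about 49% in these data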;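 note: 0% = DMSO plus EC80 beta-PEA response and 100% = DMSO alone without agonist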
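Test system: hTAAR1-expressing CHO RD-HGA16 cells, Gα16-coupled; Probe or stimulus: EC80 β-phenethylamine stimulus; Compound dosing: single nominal final test compound concentration of 3 µM; Timing: 140 s kinetic read after compound, 140 s after agonist; Signal: Fluo-8 calcium-sensitive fluorescence; Measure: % inhibition of agonist calcium response; Controls: DMSO and EC80 PEA controls.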
M1 antag: blocks human M1 muscarinic receptor; inhibition, % at 3 µM; CHO-K1 hM1, Fluo-8 calcium fluorescence, ACh EC80 antagonist; actives 1.3% (n = 360,000);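 active = percent inhibition above its own plate's cutoff, namely the mean of that plate's compound wells plus 3 SD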;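 note: peak over basal fluorescence ratio during 140 s after agonist addition; 0% = ACh EC80 plus DMSO and 100% = DMSO alone without agonist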
CHO parental Ca: signal in parental CHO cells, OX1R antagonist counter-screen | parental CHO-K1, ATP-induced calcium, Fluo-8 fluorescence | inhibition, % at 5.6 µM | actives 0.63% (n = 330,000);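 active = inhibition above that plate's mean sample inhibition plus 3 SD, cut at about 26% in these data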;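 note: 0% = ATP-challenged DMSO wells and 100% = DMSO wells without ATP; some compounds past the cut are filed as inactive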
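Test system: parental CHO cells; detection: calcium-sensitive Fluo-8 fluorescence; evaluation: percent inhibition of calcium signal; also added: ATP as calcium-mobilizing challenge; repeats: one well per compound; control set: ATP-challenged DMSO wells low, unchallenged DMSO wells high; compound: single nominal dose of 5.6 µM per compound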
Starred values were filed as active, the others as inactive; nt = not tested or not shown. The order is random; any-hit rate near 4.4%.

SMILES | M1 ag | TAAR1 ag | M1 ag parental | CHO-K1 Ca antag | CHRM1 PAM | M1 PAM parental | TAAR1 antag | M1 antag | CHO parental Ca
CC(NC(=O)c1cccs1)c1ccc(Cl)cc1 (stereo not given) | -3.3 | 0.8 | 0.9 | 1.5 | 11.6 | -17.4 | 0.7 | -24.4 | -3.8
CSc1ccccc1NC(=O)C1(C)CCN1C(=O)Cc1ccccc1Cl (stereo not given) | -4.2 | -0.7 | 0.4 | -13.6 | 2.4 | -0.9 | -14.4 | -9.2 | nt
CC(=O)Nc1ccc(/C=N/OCC(=O)Nc2ccc(C)cc2)cc1 | -5.6 | 2.8 | 0.0 | 0.1 | -6.9 | 8.6 | -7.4 | 0.7 | 1.8
CCOC(=O)c1[nH]c(C)c(C(=O)N2CCN(c3ccc(F)cc3)CC2)c1C | -3.4 | 6.7 | 1.1 | -5.9 | -2.4 | 16.7 | 1.5 | -10.2 | -9.1
Cc1nc2ccccn2c1C(=O)N/N=C/c1ccc([N+](=O)[O-])o1 | -6.2 | 1.7 | 0.4 | -11.5 | 4.3 | -0.4 | 3.9 | -2.8 | 6.5
Cc1ccc(N2CCN(C(=O)c3cc(C(=O)c4ccccc4C)c[nH]3)CC2)c(C)c1 | -4.9 | 14.0 | -1.2 | -17.8 | 5.8 | 21.7 | -19.9 | -5.2 | -23.4
CC1(NC(=O)Nc2ccccc2)CCS(=O)(=O)C1 (stereo not given) | -2.7 | -0.4 | 0.3 | 8.8 | 8.6 | -7.3 | -14.2 | -8.7 | -14.4
CCCC(=O)Nc1nc(C)c(-c2csc(Nc3ccccc3OC)n2)s1 | -4.0 | -1.0 | -0.3 | -11.6 | -2.0 | -7.4 | 1.1 | -8.8 | -32.4
Cc1ccc(CNC(=O)CCS(=O)(=O)c2ccc(Br)s2)o1 | -6.7 | 0.3 | 0.0 | -32.7 | 3.8 | 18.1 | -3.5 | -7.3 | -11.0
Cc1ncc(CO)c(/C=N/NC(=O)c2cc3c(s2)CCCC3)c1O | -3.0 | 3.0 | 1.1 | -17.3 | 4.3 | 9.7 | -5.5 | -10.3 | -12.2
COC(=O)C1CCN(C(=O)c2cc(-c3ccc(Cl)s3)nc3ccccc23)CC1 | -2.8 | 9.4 | 9.3 | -8.6 | -9.4 | 4.0 | 56.6* | 23.1 | 2.1
CCOc1ccc(N=C(C)C2=C(O)c3ccccc3C2=O)cc1 | -4.1 | 3.2 | 5.6 | 0.6 | -3.5 | 12.8 | -5.9 | 8.4 | -20.7

4 compounds already listed, arranged by SMILES length, lowest first:
SMILES | M1 ag | TAAR1 ag | M1 ag parental | CHO-K1 Ca antag | CHRM1 PAM | M1 PAM parental | TAAR1 antag | M1 antag | CHO parental Ca
CC1(NC(=O)Nc2ccccc2)CCS(=O)(=O)C1 (stereo not given) | -2.7 | -0.4 | 0.3 | 8.8 | 8.6 | -7.3 | -14.2 | -8.7 | -14.4
Cc1ccc(CNC(=O)CCS(=O)(=O)c2ccc(Br)s2)o1 | -6.7 | 0.3 | 0.0 | -32.7 | 3.8 | 18.1 | -3.5 | -7.3 | -11.0
COC(=O)C1CCN(C(=O)c2cc(-c3ccc(Cl)s3)nc3ccccc23)CC1 | -2.8 | 9.4 | 9.3 | -8.6 | -9.4 | 4.0 | 56.6* | 23.1 | 2.1
Cc1ccc(N2CCN(C(=O)c3cc(C(=O)c4ccccc4C)c[nH]3)CC2)c(C)c1 | -4.9 | 14.0 | -1.2 | -17.8 | 5.8 | 21.7 | -19.9 | -5.2 | -23.4

The list goes on:
SMILES | M1 ag | TAAR1 ag | M1 ag parental | CHO-K1 Ca antag | CHRM1 PAM | M1 PAM parental | TAAR1 antag | M1 antag | CHO parental Ca
CCN(CC(=O)Nc1c(F)cccc1F)C(=O)c1ccc2c(c1)C(=O)N(c1ccccc1C)C2=O | 1.7 | 1.5 | 2.3 | -11.5 | 2.3 | 10.2 | 11.6 | -11.9 | nt
Cc1c(-c2ccccc2)nnn1-c1ccc(F)cc1F | -6.2 | 4.2 | -1.9 | -5.5 | 17.9 | 8.6 | -20.3 | -33.5 | -13.2
Cc1ccc(SCC(=O)NCc2ccccc2C)cc1 | -6.8 | 3.4 | 0.5 | -4.8 | 13.1 | 23.0 | 3.0 | -10.8 | -11.3
COc1ccc(-c2cnc3c(c2)C(=O)N([C@H](C)CO)C[C@@H](C)[C@@H](CN(C)C(=O)NC2CCCC2)O3)cc1 | -2.2 | 0.5 | 1.8 | -6.4 | 8.6 | 20.4 | -3.9 | -14.4 | nt
O=C(COC(=O)c1ccccc1C(=O)c1ccc(Cl)cc1)NCc1ccccc1 | -6.6 | 2.9 | 1.1 | -0.7 | -1.8 | 11.7 | 12.6 | 1.5 | -5.3
C/C(=N\N1C(=O)c2ccccc2NC1c1ccco1)c1ccccc1O (stereo not given) | -3.2 | 2.5 | 3.1 | -2.1 | 4.6 | 8.2 | 4.8 | -4.6 | -10.9
Cc1nc(C)c2c(c1C(F)(F)F)-c1ccccc1C2(F)F | -1.1 | 9.9 | 0.3 | -8.8 | 7.3 | 5.9 | 2.3 | -7.7 | -6.2
CCN(CC)CCn1c2c(c(SCC(=O)Nc3nc(C)cs3)nc1=O)CCC2 | -6.0 | 4.5 | 0.0 | 2.9 | -12.3 | -15.1 | -48.9 | 17.6 | 1.6
Cc1cc(C)cc(OCC(=O)N(Cc2cccs2)C2CCS(=O)(=O)C2)c1 (stereo not given) | -3.6 | 3.3 | 0.3 | 1.0 | 4.4 | 7.4 | 7.3 | -1.8 | -6.9
Fc1cccc(Cl)c1/C=C/c1cnc2ccccc2n1 | -6.2 | -0.9 | 0.1 | -7.7 | 5.7 | -9.4 | -30.8 | -9.6 | -27.2
O=C1C=C(c2ccc(Cl)cc2)C(=O)N1Nc1ccccc1 | 3.3 | 58.9* | 2.6 | -5.8 | 12.6 | 22.9 | 74.6* | -33.5 | 20.7
O=c1c(F)cn(C2CCCO2)c(=O)n1Cc1ccccc1Cl (stereo not given) | -6.1 | 1.4 | -0.1 | -30.1 | 13.1 | 11.0 | -22.1 | -13.3 | -10.8
c1ccc(NC2=NCCN2CCC2CCCCC2)cc1 | -9.3 | 3.0 | 2.0 | -10.2 | 5.3 | 23.1 | -12.3 | -3.4 | -10.7
COc1cc(OC)cc(C(=O)OCC(=O)Nc2nnc(-c3ccccc3)o2)c1 | -3.7 | -0.8 | 0.1 | 2.5 | -3.6 | 7.1 | -0.3 | 8.9 | nt
CCc1nc2nc(C)c(NS(=O)(=O)c3ccc4c(c3)CCCC4)c(=O)n2[nH]1 | -3.6 | 0.8 | 1.8 | -2.8 | -7.7 | 7.0 | 8.9 | 12.2 | 4.5
COc1ccccc1NC(=O)Nc1nc(CC(=O)Nc2ccccc2F)cs1 | -3.1 | 13.6 | 3.0 | 2.8 | 2.6 | 5.5 | 39.5 | -2.5 | -4.7
COc1ccc(/C=C/C(=O)O)cc1COc1ccccc1C | -1.9 | 0.8 | 0.3 | 2.0 | -2.0 | 7.4 | -12.5 | 2.5 | -5.0
O=C(Cn1cc(C(=O)c2ccco2)c2ccccc21)NC1CCCCC1 | -0.8 | -0.5 | 0.1 | -8.2 | 5.2 | 8.2 | -0.8 | -10.2 | -0.8
COc1cc(C)nc(N2CCCC(C(=O)Nc3ccccc3Br)C2)n1 (stereo not given) | -10.1 | 2.2 | 0.7 | -6.7 | 7.5 | 16.0 | -0.8 | -3.2 | -3.5
Cc1cccc(C(=O)Nc2cccc(OCC(=O)O)c2)c1 | -6.3 | 7.3 | -0.1 | -1.4 | -3.9 | -3.3 | -3.7 | 2.8 | -11.9
Cc1ccc(CN2CCN(Cc3cccn3-c3ccc(Cl)cn3)CC2CCO)o1 (stereo not given) | -9.5 | 3.3 | 0.3 | -5.2 | 5.1 | 20.1 | 4.1 | 0.3 | -16.8
CCC(C(=O)Nc1ccc(C(=O)O)cc1NC(=O)C(CC)c1ccccc1)c1ccccc1 (stereo not given) | -5.3 | -1.4 | 0.0 | 7.9 | 8.5 | 3.4 | -8.2 | -5.9 | -4.9
O=C(CCc1nnc(C2CCCCC2)o1)N1CCCCC1CCn1cccn1 (stereo not given) | -9.8 | 2.0 | 0.8 | 1.8 | 8.0 | 23.5 | 5.7 | -5.0 | -15.1
O=C(NCc1ccccc1Cl)C1CCCN1C(=O)NC1CCCCC1 (stereo not given) | -2.7 | -0.2 | -0.1 | -8.1 | 7.9 | 1.3 | -1.7 | -15.2 | nt
CCOC(=O)C1CCN(S(=O)(=O)c2cnc[nH]2)CC1 | -1.1 | 6.4 | 0.3 | -2.7 | 0.6 | 6.4 | 3.3 | -18.0 | -6.4
O=C(Cn1[nH]c(=O)c2ccccc2c1=O)Nc1ccc(-c2nnc3n2CCCCC3)cc1 | -5.3 | 1.1 | 0.3 | -8.0 | 6.9 | 14.7 | -15.5 | -9.8 | 4.1
O=C(Nc1cc(Cl)ccc1N1CCOCC1)c1cccnc1 | -4.9 | -1.9 | 1.1 | -11.4 | 5.5 | 7.7 | 0.3 | -4.8 | -16.9
CC(C)Oc1ccc(CN2CCC(n3nccc3NC(=O)C3CC3)CC2)cc1 | -6.5 | 1.4 | 0.9 | -2.8 | -5.0 | 2.9 | -18.8 | -9.6 | 3.8
NC(=O)c1cc([N+](=O)[O-])ccc1NCC1CCCCC1 | -2.8 | 37.6* | -0.9 | -7.2 | 9.9 | 15.5 | -15.3 | -10.8 | -19.2
CC(C)NC(=O)c1ccccc1-c1ccccc1 | -0.9 | 9.6 | 0.4 | -11.5 | 10.5 | 16.0 | 7.2 | -3.1 | 3.6
CC(C)(C)CC(C)(C)NC(=O)c1ccc2snnc2c1 | -4.8 | 2.2 | 0.8 | -13.6 | 4.4 | 9.0 | 2.7 | -7.6 | -13.8
O=C1OC(N2CCN(C(=O)c3ccco3)CC2)c2ccccc21 (stereo not given) | -3.5 | 51.6* | 0.0 | -3.6 | 5.7 | 2.4 | 10.9 | -5.5 | -7.2
O=C(NCC(=O)N1CCC2(CC1)NCCc1[nH]cnc12)c1ccccc1F | -2.5 | 6.2 | 0.4 | -23.0 | 0.8 | 23.8 | -37.3 | 1.3 | -1.2
CC(C)(C)c1ccc(C(=O)CCC(=O)OCC(=O)NCCc2ccc(S(N)(=O)=O)cc2)cc1 | 2.5 | 23.6 | 20.3* | 12.6 | -19.3 | -11.3 | 62.5* | 46.9* | 24.3
CN(C)S(=O)(=O)c1ccc(C(=O)OCC(=O)Nc2ccc(OC(F)F)cc2)cc1 | -2.2 | 1.3 | 1.9 | -19.6 | 8.8 | 19.6 | 0.7 | -14.6 | 4.2
CCOc1ccc(NC(=O)N(CCN2CCOCC2)Cc2ccc3c(c2)CCCN3CC)cc1 | -3.7 | -1.5 | -0.1 | -0.6 | -4.2 | 1.0 | -11.5 | 6.6 | -21.2
Cc1ccc(C(=O)Nc2scc(-c3ccccc3)c2C(=O)O)cc1 | -2.2 | 0.4 | 5.6 | -4.9 | -5.0 | -4.2 | -13.6 | 19.2 | 3.4
